Assay outcomes: PubChem, ICCB-Longwood Screening Facility, Harvard Medical School
Polio RdRp inh – poliovirus RdRp elongation inhibitors, primary screen, biochemical, fluorescence polarization, total intensity; poliovirus polymerase elongation; stronger effect = lower value; Genome polyprotein (Poliovirus type 1 (strain Mahoney)), P03300; % elongation, % (compound at 16.7 µg/mL); 150,000 tested, 0.66% active; in the data active means % elongation below about 90%; further: some results filed as inactive read as strong as hits
Target sequence (P03300 1749-2209 limits assumed): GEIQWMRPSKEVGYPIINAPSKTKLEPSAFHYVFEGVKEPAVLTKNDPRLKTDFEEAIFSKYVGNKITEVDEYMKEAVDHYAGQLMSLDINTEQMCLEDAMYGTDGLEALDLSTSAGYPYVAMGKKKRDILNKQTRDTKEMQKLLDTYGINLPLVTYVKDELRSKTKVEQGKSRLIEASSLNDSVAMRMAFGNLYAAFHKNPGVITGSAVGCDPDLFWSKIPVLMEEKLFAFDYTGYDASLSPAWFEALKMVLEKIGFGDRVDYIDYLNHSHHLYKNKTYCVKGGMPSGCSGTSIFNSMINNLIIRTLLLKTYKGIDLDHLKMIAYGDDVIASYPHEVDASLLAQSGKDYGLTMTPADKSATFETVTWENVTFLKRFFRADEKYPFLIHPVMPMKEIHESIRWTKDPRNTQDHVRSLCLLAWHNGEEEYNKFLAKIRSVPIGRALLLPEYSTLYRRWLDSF
Polio RdRp inh FP z-score – second read-out of Polio RdRp inh, no call of its own (marks repeat the call); z-score; measured here: FP z-score; hits read low
Active calls of the source: *.

SMILES	Polio RdRp inh	Polio RdRp inh FP z-score
Cc1cccc(-n2c(C)nc3cc(C(=O)NC4CCCCCC4)ccc32)c1	104.0	-0.9
CC1=C(C(=O)OCC(C)C)C(c2ccc(Cl)cc2)NC(=O)N1C (stereo not given)	106.0	0.3
O=c1c2c3c(sc2[nH]c(=S)n1Cc1ccccc1)CCC3	100.0	-0.4
COc1ccc(C(=O)Nc2ccc(Cl)cc2C(=O)c2ccccc2)c(OC)c1	98.0	-0.7
COC(=O)c1cccc(OCc2nn[nH]n2)c1	103.0	0.9
O=C(CCN1C(=O)/C(=C\c2ccco2)SC1=S)Nc1ccccc1	100.0	-0.3
O=C(c1csc2c1CCCC2)N1CCCCC1	103.0	0.6
CCCCn1cc(S(=O)(=O)c2ccc(CC)cc2)c(=O)c2cc(F)c(N3CCOCC3)cc21	105.0	-0.6
COc1cc(CNCCN2CCOCC2)cc(Cl)c1OCC(N)=O	104.0	0.8
Cc1ccccc1Cc1c(C)[nH]c2nc3ccccc3n2c1=O	104.0	0.8
Cc1ccc(C)c(NCc2cc(=O)n3ccsc3n2)c1	100.0	-0.1
Cn1cnc2c(=O)oc3ccc(S(=O)(=O)Nc4ccc(F)cc4)cc3c21	98.0	-1.6
CC1OCC/C1=N/OC(=O)Nc1c(Cl)cccc1Cl (stereo not given)	104.0	0.6
Fc1ccc(C2=NN(C(=S)NCc3ccccc3)CCC2)cc1	104.0	0.2
CC1(C)CC(=O)/C(=N/Nc2ccccc2)CO1	101.0	-0.3
NNc1nc(C(F)(F)F)nc2c1cnn2Cc1ccccc1	106.0	0.4
Cc1ccc(Cn2c(C)c(CNC(C)c3ccccc3)c(C(=O)O)c2C)cc1 (stereo not given)	110.0	0.2
O=S(=O)(NCc1ccccc1)c1ccc(N2CCCCS2(=O)=O)cc1	98.0	-1.2
CC(OC(=O)Cn1cc(C(F)(F)F)ccc1=O)C(=O)Nc1ccc2c(c1)OCO2 (stereo not given)	99.0	-0.3
Cc1csc(N(C(=O)Cn2nnc3ccccc32)c2ccccc2)n1	105.0	0.2
CC(c1ccccc1)C1CC(=O)N(Cc2ccco2)C1=O (stereo not given)	103.0	0.4
CN(C)CCN(C)Cc1cccc(C(F)(F)F)c1	101.0	0.2
COc1ccc(S(=O)(=O)N(CC(=O)Nc2ccc3c(c2)OCO3)c2ccc(C)cc2)cc1	105.0	0
CCc1ccc(OCC(=O)N2CCCCC2)cc1	101.0	-0.5
CN(C)S(=O)(=O)N(CC(=O)NCCSc1ccc(Cl)cc1)c1ccccc1	106.0	0.3
COc1ccc(C2=CC(c3ccc(F)cc3)n3ncc(C(=O)Nc4ccc(C)cc4)c3N2)cc1 (stereo not given)	111.0	0.9
O=C(O)CSc1nc2cc(Cl)ccc2n1Cc1ccccc1	101.0	0.1
CCN(CC)CCNC1CCN(C)CC1	109.0	0.6
NC(=O)NCc1ccc2[nH]c3c(c2c1)CCCC3	98.0	-1.6
CCN(Cc1ccccc1)Cc1c(O)ccc2oc(C)c(C(=O)Nc3ccccc3C)c12	105.0	-0.5
O=C(NC1CCCC1)c1cc2sccc2n1Cc1ccccc1	104.0	0.9
COc1ccc(CN2CCC(=O)NC2=O)cc1C	101.0	0
CCCc1nn2c(=O)cc(COC(=O)c3cccc(NC(=O)c4ccc(OCC)cc4)c3)nc2s1	110.0	0.8
CCc1cccc(NC(=O)C(CC(C)C)NC(=O)C2CCCCC2)c1 (stereo not given)	103.0	0.5
O=C(NC(=S)NCc1ccco1)c1ccc(-c2ccccc2)cc1	101.0	0.5
Cc1ccc(S(=O)(=O)c2nc(-c3ccccc3)oc2NCCN2CCOCC2)cc1	102.0	0.4
CCOC(=O)N1CCN(S(=O)(=O)c2cc(Cl)c(C)cc2OCC)CC1	100.0	-0.1
CCOC(=O)NN1C(=O)c2ccccc2NC12CCCCC2	101.0	0
Cc1cc(Cl)ccc1NNC(=O)c1snnc1C	99.0	-0.7
Cc1ccccc1-c1nc2c(c(SCc3cccc(Cl)c3)n1)Cc1c(CO)cnc(C)c1O2	105.0	-0.3
COc1ccc(S(=O)(=O)Nc2ccc(C(=O)Nc3nccs3)cc2)cc1	103.0	0.3
CC1=NN(c2ccc(C)c(C)c2)C(=O)/C1=C/c1ccc(N2CCOCC2)cc1	100.0	0
c1ccc2sc(Nc3nc4cc5c(cc4s3)OCO5)nc2c1	103.0	1.5
CC1=C(C#N)C(=O)N(CC(C)O)C(=O)/C1=C/c1ccc(-c2ccc(C(=O)OC(C)C)cc2)o1 (stereo not given)	101.0	-0.3
COc1ccccc1Nc1ncc2c(n1)CCN(Cc1ccc(C)s1)C2	105.0	-0.1
Cc1ccc(-c2noc(-c3nnn(-c4cccc(C(F)(F)F)c4)c3N)n2)cc1	112.0	-0.4
O=C(O)c1cc(C2CCCCC2)no1	102.0	0.3
COc1ccc(NC(=O)c2ccc3c(c2)CCN3S(=O)(=O)c2ccccc2)cc1	105.0	-0.2
CCc1ccccc1NC(=O)N1CC(C)Sc2ccccc21 (stereo not given)	107.0	-0.2
Cc1nnc(NCc2ccccc2)c2c1nnn2Cc1ccc(F)cc1	103.0	-0.9
Cc1ccc2nc(Cl)c3cc(C(=O)NC4CCC(C)CC4)sc3c2c1 (stereo not given)	102.0	-0.3
CSc1nc2ccccc2c(=O)n1Cc1ccc(F)cc1	101.0	-0.3
Nn1c(COc2cccc(Br)c2)nnc1SCC(=O)NCc1ccccc1	103.0	0.1
CCCc1cc(C(=O)N2CCCN(C)CC2)cs1	100.0	-1.2
COc1ccc(CNC(=O)c2cc3ccccn3n2)c(OC)c1	103.0	-0.8
CC(C)C(NC(=O)CSc1nnc(-c2ccc(F)cc2)o1)c1nc2ccccc2[nH]1 (stereo not given)	103.0	0.2
CCCn1c2ccccc2c2nnc(SCC(=O)NC(C)c3ccccc3)nc21 (stereo not given)	99.0	-0.4
Cc1ccc(C(=O)CC(NCCc2c[nH]c3ccccc23)C(=O)O)cc1 (stereo not given)	103.0	-0.1
O=C(O)CCC(=O)Nc1cccc(-c2nc3ccccc3[nH]2)c1	105.0	1.1
O=C(NCc1ccc2c(c1)OCO2)C(=S)N1CCCCC1	102.0	0.8

Continued.
SMILES	Polio RdRp inh	Polio RdRp inh FP z-score
Cc1cccc(-c2nc(C)c(CCNC(=O)C(=O)Nc3ccc(C)c(C)c3)s2)c1	104.0	-0.8
CCc1ccccc1NC(=O)Cn1c(=O)n(Cc2ccc3c(c2)OCO3)c(=O)c2ccc(C(=O)NC3CCCCC3)cc21	107.0	0.5
CCCC(=O)n1c(=S)oc2cc(Cl)ccc21	95.0	-0.5
COc1ccc(Cl)cc1NC(=O)CSc1nc(-c2cccs2)cc(C(F)(F)F)n1	101.0	-0.6
CCc1ccc(CNC(=O)CN2CCSc3ccccc32)cc1	105.0	-0.5
CC(=O)Nc1cc2nc3[nH]c(=S)[nH]c(=O)c3nc2cc1C	75.0	-3.5
COc1ccc(CN(C)C(=O)CN(c2ccc3c(c2)OCO3)S(C)(=O)=O)cc1	103.0	0.3
COc1ccccc1-c1cc(C(=O)NCc2ccc(F)cc2)no1	99.0	-1.2
CNC(=S)N/N=C/c1ccc(N(C)C)cc1	102.0	0.2
CC(C)(C)c1ccc(S(=O)(=O)N(CCCN2CCOCC2)Cc2cccs2)cc1	99.0	-0.5
COc1ccc(N=Cc2ccncc2)cc1	99.0	0.1
CC1=NN(c2ccccc2)C(=O)/C1=C\c1ccccc1CC(=O)O	100.0	0

Sorted by heavy-atom count (low to high): some entries from above.
SMILES	Polio RdRp inh	Polio RdRp inh FP z-score
COc1ccc(N=Cc2ccncc2)cc1	99.0	0.1
CCc1ccc(CNC(=O)CN2CCSc3ccccc32)cc1	105.0	-0.5
COc1ccccc1-c1cc(C(=O)NCc2ccc(F)cc2)no1	99.0	-1.2
COc1ccc(CN(C)C(=O)CN(c2ccc3c(c2)OCO3)S(C)(=O)=O)cc1	103.0	0.3
CC(C)(C)c1ccc(S(=O)(=O)N(CCCN2CCOCC2)Cc2cccs2)cc1	99.0	-0.5

Continuation:
SMILES	Polio RdRp inh	Polio RdRp inh FP z-score
CS(=O)(=O)N(CC(=O)O)Cc1ccc(Cl)c(Cl)c1	102.0	1
CCN1C(=O)N/C(=C/c2ccc(-c3cc(C(=O)O)ccc3Cl)o2)C1=O	108.0	2.6
O=C(CSc1ncn(-c2ccccc2)n1)NCCc1ccccc1	99.0	-0.7
O=S(=O)(c1ccccc1)N1CCSC1c1ccccc1 (stereo not given)	96.0	-0.6
NC(=O)CSc1nnc2ccc3ccccc3n12	99.0	-0.6
O=C(c1ccc2c(Cl)c3c(nc2c1)CCCC3)N1CCN(c2ccccc2F)CC1	108.0	0.6
Cc1cccc(C(=O)Nc2nnc(S(=O)(=O)N3c4ccccc4CC3C)s2)c1 (stereo not given)	107.0	-0.4
COc1ccc(N2C(=O)Nc3ccccc3C2(O)C(=O)NCCN2CCN(c3ccccc3)CC2)c(OC)c1 (stereo not given)	101.0	0.3
O=C(CSc1nc2ccccc2[nH]1)Nc1ccc(Br)cc1F	102.0	0.2
Cc1cc(C)cc(NC(=O)NCc2c(-n3cccc3)sc3c2CCCC3)c1	110.0	0.5
CC(C)Cn1c(N)c(C(=S)NC(=O)c2ccco2)c(=O)n(C)c1=O	103.0	0
FC(F)(F)c1c[nH]c(=S)c(C(F)(F)F)c1	117.0	3.3
COc1ccc(Br)c2c1-c1nc(NC(=O)c3ccccc3F)sc1C2	100.0	-1.2
CCN1C[C@]2(COC)CC[C@H](O)C34C5C[C@@H]6C(OC)C[C@@](O)(C5[C@H]6OC(C)=O)[C@@H](CC32)[C@@H]14 (stereo not given in full)	99.0	-0.3
O=C(CCN1C(=O)NC2(CCCC2)C1=O)NCc1cccs1	100.0	-0.3
O=C(CCCCn1c(=O)c2ccccc2n(CC(=O)N2CCN(c3ccccc3)CC2)c1=O)NCc1ccco1	103.0	0.4
O=C(CN1C(=O)CSC1=O)N1CCCCC1	99.0	-0.4
CC1=C/C(=N\Nc2nncc3ccccc23)CC1	106.0	0.3
COC(CNC(=O)c1cc2c(s1)-c1ccccc1OC2)OC	100.0	-1.1
CCCC(=O)N1c2ncnn2C2(CCCCC2)[C@@H]2CCCC[C@@H]21	99.0	-0.4
CCc1ccc2oc(-c3cccc(NC(=O)C(C)(C)Oc4ccc(Br)cc4)c3)nc2c1	107.0	0.4
CC(C)C(=O)Nc1nc2c(s1)CC(C(C)(C)C)CC2 (stereo not given)	112.0	0.9
O=C(CSc1nnc(CNC(=O)c2ccccc2)o1)c1ccccc1	98.0	-1.1
O=C(CC1OC(=O)c2ccccc21)NC1CC1 (stereo not given)	107.0	0.3
Cc1ccc2nc(-c3nc4ccccc4s3)sc2c1	96.0	-1.3
O=C(Cc1ccccc1)NCCN1CCOCC1	105.0	0.2
O=C(OCc1nc2ccccc2[nH]1)C12CC3CC(CC(C3)C1)C2	100.0	-0.2
CCOc1ccccc1NC(=O)N1CCOc2ccc(C)cc21	103.0	0.7
Cc1sc2ncn(C(C)C(=O)OC3CCCCC3)c(=O)c2c1C (stereo not given)	105.0	1.4
CCSc1nc2c(c(=O)n1-c1cc(C)cc(C)c1)SCC2	107.0	1.5
O=S(=O)(c1ccc(OC(F)(F)F)cc1)N1CCNCC1	104.0	0.3
CCCC1(CCC)NC(=O)NC1=O	107.0	0.6
C=CCN(Cc1nc(-c2ccc(Cl)cc2)no1)C(C)=O	102.0	0.1
COc1ccc(C(=O)Nc2cccc(S(C)(=O)=O)c2)cc1	103.0	0.2
CCCn1c(=N)n(CC(O)COc2ccccc2OC)c2ccccc21 (stereo not given)	108.0	0.6
O=C1NC(c2cccs2)Nc2ccccc21 (stereo not given)	103.0	0.4
CCNC(=O)c1ccc(OC)c(OC)c1	102.0	0.8
CCOC(=O)c1ccc(Oc2nc(NC(C)(C)C)nc(N(C)C)n2)cc1	99.0	-0.6
Cc1ccccc1CN1C(=O)C2(c3ccccc31)N(c1ccccc1)C(=O)CS2(=O)=O (stereo not given)	111.0	0.9
COc1ccccc1C(=O)Nc1ccccc1N1CCN(C(C)=O)CC1	106.0	1.5
CC1Sc2ccc(C(=O)Oc3ccc4c(c3)OCO4)cc2NC1=O (stereo not given)	93.0	-0.9
CC(C)NC(=O)c1cc2n(n1)C(C(F)(F)F)CC(c1cccs1)N2 (stereo not given)	101.0	-0.2
CC(=O)Nc1sc2c(c1C(=O)O)CCC2	103.0	0.1
O=C(NCc1ccccc1)NCc1cccn1Cc1ccccc1	100.0	-0.5
COc1cccc2sc(N(Cc3cccnc3)C(=O)Cc3ccccc3)nc12	103.0	-0.7
COc1ccc(-c2nn(-c3ccc(F)cc3F)c3c2cnc2ccc(F)cc23)cc1	111.0	1.3
N#Cc1cc(Oc2ccc(F)cc2)c(-n2nnc3ccccc32)cc1C#N	111.0	0.8
CC(NC(=O)c1ccc(CSc2ccccc2)cc1)c1ccccc1 (stereo not given)	99.0	-0.1
CC(C)(C)NC(=O)Nc1cnccc1C(F)(F)F	102.0	-0.2
COCCN1Cc2cccc(C(=O)NCCc3ccccc3)c2C1=O	100.0	-0.2
CCOC(=O)N1CCN(c2nc(-c3ccccc3)no2)CC1	104.0	1.7
COc1ccccc1NC(=O)CSc1nnc2c3ccccc3n(C(C)C)c2n1	104.0	-1.1
CC1CCCC(NC(=O)C2CCN(C(=O)N(C)C)CC2)C1C (stereo not given)	104.0	1.1
O=c1c(-c2ccc(I)cc2)[n+]([O-])c2ccccc2n1O	101.0	-0.2

A portion of the library (hit frequency here may not be typical).
